Assay outcomes (PubChem BioAssay)
TRPV1 ag – human TRPV1 agonism | Q8NER1 | TRPV1-expressing cells, Fluo-8 calcium influx, agonist mode | activation, % at 8.33 µM | 320,000 compounds, 0.19% hits | AID 540275; in the data active means activation above about 80%; inconclusive means between about 30% and that limit; further: 0% is about no effect
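TRPV1-expressing cells were cultured overnight at 35.5C and loaded with Fluo-8 calcium dye for 40 to 90 min at room temperature. After a 10 s baseline, compound was added and calcium influx was read kinetically for 3 min (ex 480/em 520 nm).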
Coupling enz – counter-screen for Giardia aldolase inhibitors: coupling enzyme system; coupling enzyme system counterscreen, AmpLite Red fluorescence; activity change, negative = inhibition, % at 58.2 µM, hits read low; 290,000 compounds, 0.67% hits; AID 2472; in the data active means activity change below about -30%; further: on the % scale 0 is the no-effect control and ±100 the full control effect
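Counterscreen of the coupled detection system alone, without aldolase: glyceraldehyde-3-phosphate coupling enzymes plus AmpLite Red readout. Compounds at 57.5 uM final, 10 min RT preincubation, 20 min RT reaction, fluorescence 525/598 nm.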
KCNH2 3.1 inh – KCNH2 3.1 (human) potassium channel inhibition | U2OS KCNH2 3.1, thallium flux FluxOr; hits give low values | activity change, % (tested at about 1.8 µM) | 340,000 compounds, 0.95% hits | AID 720553;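 active means maximum activity change below -70%; inconclusive means maximum activity change from -70% to -50%; inactive means maximum activity change above -50%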;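 further: thallium influx rate constant from kinetic fluorescence after stimulation buffer; on the % scale 0 is the no-effect control and ±100 the full control effect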
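Virally transduced U2OS (3.1 isoform, 4 h infection in dark at RT) → overnight 37 C → FluxOr + Red40 in HBSS/HEPES, 45 min → stimulation buffer, 2 min kinetic read → rate constant vs DMSO controls.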
USP2a inh – USP2a (human) protease inhibition | AID 463254 | Potency, µM (series often up to 38.3 µM), without a hit: at the top dose activity change, negative = inhibition, actives largely listed as inhibitors | 330,000 compounds, 0.01% hits | USP2 core, Ub-CHOP2 coupled fluorogenic reporter, 485/531 | O75604;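 further: potency means the concentration at half of the fitted maximal effect; plate controls were DMSO wells for no effect and full inhibition by NEM control for full effect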
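Cell-free coupled assay: 10nM USP2 core preincubated 30min RT with compound in Tris-HCl pH 8.0/CaCl2/CHAPS buffer, then 25nM Ub-CHOP2 and 25nM reporter substrate; fluorescence (Ex 485/Em 531) read after 60min RT, normalized to NEM inhibition, concentration-response curves fitted.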
GALK inh – inhibitors of human galactokinase; Purified GALK, Kinase-Glo residual ATP luminescence; Potency, µM (top dose mostly 57.5 µM), without a hit: at the top dose activity change, negative = inhibition, most hits filed as inhibitors; 270,000 compounds, 0.007% hits; further: potency means the concentration at half of the fitted maximal effect; on the % scale 0 is the no-effect control and ±100 the full control effect
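ATP-depletion format; final 35 uM ATP, 100 uM D-galactose, 5 nM enzyme; pH 8.0 HEPES/Mg2+ buffer; 60 min RT; luminescence read 10 min after detection reagent.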
CXXC DNA block – MLL CXXC-DNA interaction inhibition | Q03164 | MLL-CXXC / FITC-HOXA9 DNA fluorescence polarization | Potency, µM (series often up to 115 µM), for inactives: top-dose activity change, negative = inhibition, most hits filed as inhibitors | 290,000 compounds, 0.037% hits | AID 2662; active means well fitted inhibition curve with a large enough effect in the polarisation, with a control signal flat, not every such curve was filed as active; inconclusive means small, poorly fitted or top-dose-only effect, or effect the other way, or a change in a side signal; inactive means no such curve, though single readings can be large or run the other way; the % refers to the polarisation; further: potency means the concentration at half of the fitted maximal effect
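Steps: dispense CXXC domain solution (7 uM) → pin compounds or unlabeled HOX-A9 DNA control → 5 min ambient → add FLSN-HOX-A9 solution (50 nM) → spin → 30 min ambient → fluorescence polarization. Tris pH 7.5/NaCl/DTT/BSA buffer.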
PKM2 activator – activators of human pyruvate kinase M2; AID 1631; P14618; purified PKM2, Kinase-Glo ATP luminescence, activation; response scale: 0% is enzyme alone, no compound; 260,000 compounds, 0.34% hits; Potency, µM (titrated, usually from 57.5 µM), for inactives: top-dose activation, usual class: activators; further: potency means the concentration at half of the fitted maximal effect; on the % scale 0 is the no-effect control and ±100 the full control effect; nearly all actives have a fitted effect of over 55% in size
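Kinase-Glo luminescence reports ATP generated from ADP (0.1 mM) and PEP (0.5 mM) by purified hPK-M2 after 1 h at room temperature, pH 7.2 imidazole buffer; intermediate enzyme activity allows detecting inhibitors and activators.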
Menin-MLL TR inh – menin-MLL binding inhibition, Texas Red mutant peptide. Menin + Texas Red MLL mutant peptide, fluorescence polarization. Potency, µM (top dose mostly 61.6 µM), inactives show at the highest dose FP activity change, negative = inhibition, actives largely listed as inhibitors. 270,000 compounds, 0.23% hits; active means well fitted inhibition curve with a large enough effect in the polarisation, with a control signal flat, not every such curve was filed as active; inconclusive means small, poorly fitted or top-dose-only effect, or effect the other way, or a change in a side signal; inactive means no such curve, though single readings can be large or run the other way; the % refers to the polarisation; further: potency means the concentration at half of the fitted maximal effect; % of control where 0% means no effect; many of its hits are not listed in these tables
Target sequence (O00255 whole entry, looked up): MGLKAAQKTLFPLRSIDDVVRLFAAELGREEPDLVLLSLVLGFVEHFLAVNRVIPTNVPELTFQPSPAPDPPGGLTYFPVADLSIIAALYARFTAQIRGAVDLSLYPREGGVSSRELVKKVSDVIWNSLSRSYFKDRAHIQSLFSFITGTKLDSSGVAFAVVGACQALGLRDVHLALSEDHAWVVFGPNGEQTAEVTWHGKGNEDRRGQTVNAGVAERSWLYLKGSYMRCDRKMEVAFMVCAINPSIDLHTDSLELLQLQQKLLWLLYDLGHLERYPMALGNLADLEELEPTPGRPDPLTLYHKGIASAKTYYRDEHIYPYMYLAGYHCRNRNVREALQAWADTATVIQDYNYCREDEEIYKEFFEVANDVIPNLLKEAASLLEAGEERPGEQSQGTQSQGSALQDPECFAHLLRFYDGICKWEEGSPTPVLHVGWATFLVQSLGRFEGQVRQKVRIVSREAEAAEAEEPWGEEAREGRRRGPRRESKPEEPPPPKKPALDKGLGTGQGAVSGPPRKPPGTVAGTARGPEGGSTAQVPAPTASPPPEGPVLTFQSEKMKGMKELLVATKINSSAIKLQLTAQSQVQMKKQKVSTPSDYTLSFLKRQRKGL
KCNH2 WT inh – inhibitors of human wildtype KCNH2 potassium channel; U2OS, BacMam KCNH2, thallium flux FluxOr; hits give low values; activity change, % at 1.84 µM; 340,000 compounds, 0.37% hits;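 active means maximum activity change below -70%; inconclusive means maximum activity change between -70% and -50%; inactive means maximum activity change above -50%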; further: on the % scale 0 is the no-effect control and ±100 the full control effect
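U2OS cells transduced with wild-type KCNH2 virus are loaded with FluxOr dye for 45 min, and thallium flux is measured in kinetic reads before and after stimulation buffer. Rate constants are normalized to DMSO controls.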
Giardia kill – Giardia lamblia killing. Giardia lamblia trophozoite viability. activity change, % at 7.66 µM, hits read low. 340,000 compounds, 0.15% hits. AID 540267; in the data active means activity change below about -80%; inconclusive means between about -30% and that limit;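 further: parasites exposed to compound for two days anaerobically before the ATP read; on the % scale 0 is the no-effect control and ±100 the full control effect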
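Anaerobic 48 hrs incubation at 37 deg C of 100 trophozoites/well with test compounds; ATPLite 1-Step luminescence, 15-30 min RT, reports cellular ATP as viability.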
B2AR arrestin – agonists driving beta-arrestin recruitment to human beta2-adrenergic receptor | P07550 | beta-arrestin recruitment to beta2AR, cell-based reporter | Potency, µM (top dose mostly 46.1 µM), inactives show top-dose activation, actives largely listed as activators | 330,000 compounds, 0.02% hits | AID 492947;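 further: potency means the concentration at half of the fitted maximal effect; 0% = DMSO controls and full agonism = EC100 isoproterenol or metaproterenol; nearly all actives have a fitted effect of over 65% in size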
Target sequence (P07550 whole entry, looked up): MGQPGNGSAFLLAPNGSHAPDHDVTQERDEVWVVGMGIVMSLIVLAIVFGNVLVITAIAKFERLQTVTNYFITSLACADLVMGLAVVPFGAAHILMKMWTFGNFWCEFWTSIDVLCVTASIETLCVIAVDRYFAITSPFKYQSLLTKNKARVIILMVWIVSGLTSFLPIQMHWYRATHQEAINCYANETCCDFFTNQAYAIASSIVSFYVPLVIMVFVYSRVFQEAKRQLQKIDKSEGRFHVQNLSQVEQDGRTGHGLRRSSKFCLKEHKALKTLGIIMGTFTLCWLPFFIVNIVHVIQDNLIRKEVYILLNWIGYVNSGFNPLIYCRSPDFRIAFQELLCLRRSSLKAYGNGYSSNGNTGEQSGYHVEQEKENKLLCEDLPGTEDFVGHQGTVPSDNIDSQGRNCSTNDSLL
An asterisk follows results filed as active; ? = inconclusive; / = not tested or not shown; [ ] = another dose, or the depositor's remark. Unless noted, the call rests on the fitted dose curve; in most records, active means well fitted curve in the direction sought with a large enough effect; inconclusive means small, poorly fitted or top-dose-only effect, or another doubt; inactive means no such curve, though single readings can be large; an effect the other way counts as inactive or inconclusive. This is a subset; count on the stated rates, not on these rows.

Sample of the layout (ten entries):
item | structure | KCNH2 WT inh | PKM2 activator | KCNH2 3.1 inh | USP2a inh | Coupling enz | Giardia kill
1 | CCc1ccccc1NC(=O)N[C@@H](C)C(=O)O | -15.9 | -0.5% | -8.8 | 2.7% | -0.3 | 6.0
2 | C#CC(C)(CC)NC(=O)c1cc2cccc(CC=C)c2oc1=O (stereo unspecified) | 2.4 | 11.6% | 5.5 | -6.1% | 0.2 | 8.3
3 | CCCCOc1ccc2c(C)cc(=O)oc2c1OCCCC | 5.6 | -5.2% | 17.4 | -9.3% | -4.5 | -4.6
4 | Cc1c(NC(=O)COc2ccc3ccccc3c2)c(=O)n(-c2ccccc2)n1C | -8.1 | 0.1% | -15.6 | 0.2% | 1.9 | 22.3
5 | CN(Cc1ccccc1)C(=O)c1ccccc1C(=O)O | -31.0 | 1.1% | 11.7 | 1.6% | 1.8 | 10.9
6 | CN1CCCN(C(=O)c2ccc(Cl)c(S(=O)(=O)N(C)c3ccccc3)c2)CC1 | 1.5 | 2.6% | -0.4 | -1.4% | 1.1 | -3.7
7 | CCc1ccc(S(=O)(=O)Nc2ccc(-c3nc4cccnc4s3)cc2)s1 | -0.1 | -5.0% | -4.1 | 0.7% | 5.9 | 4.4
8 | CC1(C)CC(=O)c2sc(NC(=O)CN3CCOCC3)nc2C1 | 3.5 | -11.8% | ? | 0.7% | 0.7 | -17.3
9 | Cc1cc(C)cc(SCc2noc(C(=O)NCc3ccccc3)c2C(=O)NCc2ccccc2)c1 | 1.9 | -13.1% | 0.1 | -7.5% | -5.0 | 5.5
10 | O=[N+]([O-])c1ccc(N2CCOCC2)cc1NCc1ccccc1 | -2.1 | -0.7% | 3.8 | 1.1% | / | -2.2

item | TRPV1 ag | B2AR arrestin | CXXC DNA block | Menin-MLL TR inh | GALK inh
1 | 0.1 | 0.3% | -2.1% | 4.0% | 6.3%
2 | 11.2 | 0.2% | 3.0% | ? | 1.5%
3 | ? | -0.3% | 1.6% | 4.1% | -3.0%
4 | -2.8 | 0.0% | -3.9% | -10.3% | 1.4%
5 | 2.5 | 0.0% | -2.9% | 4.5% | -0.1%
6 | -0.6 | -0.1% | -22.6% | -6.8% | 9.6%
7 | -4.8 | 0.9% | -9.1% | ? | -0.6%
8 | -0.4 | 0.0% | 4.6% | -14.8% | -1.8%
9 | 5.8 | -0.6% | 1.7% | / | -1.7%
10 | -0.2 | -0.1% | -3.4% | 24.8% | -2.4%

The list itself, previewed entries included:
item | structure | KCNH2 WT inh | PKM2 activator | KCNH2 3.1 inh | USP2a inh | Coupling enz | Giardia kill
1 | CCc1ccccc1NC(=O)N[C@@H](C)C(=O)O | -15.9 | -0.5% | -8.8 | 2.7% | -0.3 | 6.0
2 | C#CC(C)(CC)NC(=O)c1cc2cccc(CC=C)c2oc1=O (stereo unspecified) | 2.4 | 11.6% | 5.5 | -6.1% | 0.2 | 8.3
3 | CCCCOc1ccc2c(C)cc(=O)oc2c1OCCCC | 5.6 | -5.2% | 17.4 | -9.3% | -4.5 | -4.6
4 | Cc1c(NC(=O)COc2ccc3ccccc3c2)c(=O)n(-c2ccccc2)n1C | -8.1 | 0.1% | -15.6 | 0.2% | 1.9 | 22.3
5 | CN(Cc1ccccc1)C(=O)c1ccccc1C(=O)O | -31.0 | 1.1% | 11.7 | 1.6% | 1.8 | 10.9
6 | CN1CCCN(C(=O)c2ccc(Cl)c(S(=O)(=O)N(C)c3ccccc3)c2)CC1 | 1.5 | 2.6% | -0.4 | -1.4% | 1.1 | -3.7
7 | CCc1ccc(S(=O)(=O)Nc2ccc(-c3nc4cccnc4s3)cc2)s1 | -0.1 | -5.0% | -4.1 | 0.7% | 5.9 | 4.4
8 | CC1(C)CC(=O)c2sc(NC(=O)CN3CCOCC3)nc2C1 | 3.5 | -11.8% | ? | 0.7% | 0.7 | -17.3
9 | Cc1cc(C)cc(SCc2noc(C(=O)NCc3ccccc3)c2C(=O)NCc2ccccc2)c1 | 1.9 | -13.1% | 0.1 | -7.5% | -5.0 | 5.5
10 | O=[N+]([O-])c1ccc(N2CCOCC2)cc1NCc1ccccc1 | -2.1 | -0.7% | 3.8 | 1.1% | / | -2.2
11 | COc1ccc(CCN2CC(C(=O)O)CC2=O)cc1 (stereo unspecified) | 31.3 | -21.1% | 26.8 | 0.1% | 1.7 | 0.3
12 | CC1CCC2(CC1)NC(=O)N(CC(=O)Nc1nc(-c3ccc(F)cc3)cs1)C2=O (stereo unspecified) | 11.5 | -2.0% | -10.0 | 3.4% | -1.4 | -17.1

item | TRPV1 ag | B2AR arrestin | CXXC DNA block | Menin-MLL TR inh | GALK inh
1 | 0.1 | 0.3% | -2.1% | 4.0% | 6.3%
2 | 11.2 | 0.2% | 3.0% | ? | 1.5%
3 | ? | -0.3% | 1.6% | 4.1% | -3.0%
4 | -2.8 | 0.0% | -3.9% | -10.3% | 1.4%
5 | 2.5 | 0.0% | -2.9% | 4.5% | -0.1%
6 | -0.6 | -0.1% | -22.6% | -6.8% | 9.6%
7 | -4.8 | 0.9% | -9.1% | ? | -0.6%
8 | -0.4 | 0.0% | 4.6% | -14.8% | -1.8%
9 | 5.8 | -0.6% | 1.7% | / | -1.7%
10 | -0.2 | -0.1% | -3.4% | 24.8% | -2.4%
11 | 2.1 | 0.1% | -6.0% | -1.0% | -2.7%
12 | 2.8 | -0.3% | 30.1%[activator] | -6.3% | -0.1%

(more compounds)
item | structure | KCNH2 WT inh | PKM2 activator | KCNH2 3.1 inh | USP2a inh | Coupling enz | Giardia kill
13 | COc1ccc(F)cc1S(=O)(=O)N1CCCCC1 | 3.3 | -4.3% | 13.1 | 4.7% | 5.4 | 5.0
14 | O=C1[C@H]2[C@@H](c3ccc(Cl)cc3)N3C(=O)N(c4cccc(F)c4)C(=O)[C@@]3(Cc3ccc(Cl)cc3)[C@H]2C(=O)N1C1CCCCC1 | -10.3 | -0.7% | -6.8 | 0.2% | -9.4 | -10.7
15 | CC(=O)Nc1cc(-c2nc3ccccc3o2)ccc1Cl | -11.0 | 0.4% | -12.5 | -0.4% | -0.2 | -13.7
16 | COc1ccc(C(=O)/C(=C\N(C)C)n2nc(C)cc2C)cc1 | -1.1 | -2.8% | 31.0 | 2.2% | 0.0 | -7.6
17 | O=C(c1ccco1)N1CCN(c2nc3ccsc3c(=O)s2)CC1 | -1.0 | 11.4% | 2.6 | -0.2% | -0.6 | -12.1
18 | CCCc1cc(=O)n2[nH]c(-c3ccc(OC)cc3)nc2n1 | 0.5 | 0.7% | 0.7 | 5.4% | 0.0 | 5.4

item | TRPV1 ag | B2AR arrestin | CXXC DNA block | Menin-MLL TR inh | GALK inh
13 | 0.3 | 0.4% | -8.9% | / | -1.5%
14 | 2.1 | -1.2% | 2.3% | -21.2% | /
15 | 3.4 | -0.6% | 19.6% | 2.5% | -2.7%
16 | 0.0 | -0.1% | -18.4% | -0.4% | 0.6%
17 | ? | -0.4% | -2.4% | 3.7% | 0.1%
18 | -0.9 | 0.5% | 7.1% | 1.0% | -0.1%
